WRN helicase inh = qHTS for Inhibitors of WRN Helicase | Potency, µM (doses to about 114 µM), for inactives: at the top dose activity change, negative = inhibition, actives largely listed as inhibitors | AID 651768, 2012 | WRN helicase unwinding, fluorescent forked duplex, kinetic | 360,000 compounds, 0.46% hits; also: potency is read from the fitted curve at half-maximal effect; % is scaled to controls: 0 for no effect and ±100 for the full control effect; nearly all actives have a fitted effect of over 55% in size
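Fluorescence dequenching readout, ex 525 nm/em 598 nm, kinetic mode: forked duplex DNA (100 nM final) with adjacent fluorophore and quencher unwound by WRN (20 nM final) with 2 mM ATP. Compound preincubation 15 min, room temperature.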
aSyn yeast inh = qHTS of alpha-syn Inhibitors | Yeast expressing alpha-synuclein, growth rescue, BacTiter-Glo, 24 h | Potency, µM (doses to about 46.1 µM), for the others: top-dose growth rescue (activation), actives largely listed as activators | 370,000 compounds, 0.14% hits; also: potency is read from the fitted curve at half-maximal effect; % of control where 0% means no effect; nearly all actives have a fitted effect of over 65% in size
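Rescue of yeast growth: cells expressing toxic alpha-synuclein, induced in galactose at OD600 0.02, incubated with compound 24 h at 30 C. ATP luminescence quantified growth; inhibitors of toxicity appear as activators.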
IL2 activator = qHTS of IL-2 Activators; IL-2 activation reporter assay, cell-based qHTS; stimulated with anti-CD3/CD4/CD28 beads; in transgenic mouse T cells; activation, % (series mostly up to about 46 µM); 360,000 compounds, 0.065% hits; AID 652025, 2013; in the data active = activation above about 50%; inconclusive = mostly about 30% to 49%; also: 0% is about no effect
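EGFP and DsRed fluorescence is measured by plate cytometry in unstimulated transgenic mouse T cells exposed to compound for 60 minutes, then stimulated 18 hours at 37 degrees C with anti-CD3/anti-CD4 beads plus anti-CD28.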
Abeta rescue = qHTS for compounds that reverse cellular toxicity of Amyloid beta (A-beta) peptide in yeast: Primary Screen. yeast expressing A-beta42, growth rescue, OD600, 48 h; response scale: 0% DMSO, 100% iron-clioquinol control. Potency, µM (highest dose often 46.1 µM), inactives show at the top dose growth rescue, hits mostly activators. 410,000 compounds, 0.063% hits. AID 1347071, 2019; also: potency is read from the fitted curve at half-maximal effect; nearly all actives have a fitted effect of over 55% in size
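Yeast growth medium received pinned compounds, then yeast cells expressing toxic A-beta were added; plates incubated at 30 C for 48 hr. Growth read as absorbance at 600 nm, normalized to DMSO and equimolar FeCl3 plus clioquinol controls.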
EPAC1 agonist = qHTS for Agonist of cAMP-regulated guanine nucleotide exchange factor 3 (EPAC1): primary screen. 360,000 compounds, 0.073% hits. EPAC1 agonist qHTS, biochemical assay; response scale: 100% = response to 6.5 mM cAMP. AID 720707, 2013. Potency, µM (series often up to 154 µM), inactives show at the top dose activation, most hits filed as activators; also: potency is read from the fitted curve at half-maximal effect; nearly all actives have a fitted effect of over 60% in size
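Read-out is the fluorescence drop as BODIPY-GDP leaves Rap1B (480 nm excitation, 540 nm emission), recorded every 5 minutes over 30 minutes. Reactions held 100 nM EPAC1, 250 nM Rap1B–BODIPY-GDP and 50 uM GDP, with 6.5 mM cAMP setting full activation.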
FUS yeast rescue = qHTS for Suppressors of FUS Proteinopathy: Primary screen using FUS-linked yeast assay; S. cerevisiae FUS-expressing, growth rescue, OD600, 24 h; Potency, µM (highest dose often 76.6 µM), for inactives: at the top dose growth rescue (activation), actives largely listed as activators; 390,000 compounds, 0.24% hits;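 also: potency is read from the fitted curve at half-maximal effect; plate controls were DMSO vehicle for no effect and reference control for full effect; nearly all actives have a fitted effect of over 55% in size; some results filed as inactive show a strong effect at the top dose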
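Quantitative HTS measuring growth restoration of FUS-toxic yeast. Galactose-induced cells (OD 0.005) were exposed 24hr at 30C to compounds at several concentrations, then absorbance at 600 nm was recorded.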
PI5P4K alpha inh = qHTS for Inhibitors of phosphatidylinositol 5-phosphate 4-kinase (PI5P4K); AID 652105, 2013; 330,000 compounds, 1.2% hits; max response, %; PI5P4Kalpha enzyme, ADP-Glo luminescence, 60 min; active compounds read low; Phosphatidylinositol 5-phosphate 4-kinase type-2 alpha (Homo sapiens), P48426; active = max response of -50% or lower; inconclusive = between -30% and -50%; inactive = -30% or higher; also: value at the top dose of about 77 µM; % is scaled to controls: 0 for no effect and ±100 for the full control effect
Target sequence (P48426 whole entry, looked up): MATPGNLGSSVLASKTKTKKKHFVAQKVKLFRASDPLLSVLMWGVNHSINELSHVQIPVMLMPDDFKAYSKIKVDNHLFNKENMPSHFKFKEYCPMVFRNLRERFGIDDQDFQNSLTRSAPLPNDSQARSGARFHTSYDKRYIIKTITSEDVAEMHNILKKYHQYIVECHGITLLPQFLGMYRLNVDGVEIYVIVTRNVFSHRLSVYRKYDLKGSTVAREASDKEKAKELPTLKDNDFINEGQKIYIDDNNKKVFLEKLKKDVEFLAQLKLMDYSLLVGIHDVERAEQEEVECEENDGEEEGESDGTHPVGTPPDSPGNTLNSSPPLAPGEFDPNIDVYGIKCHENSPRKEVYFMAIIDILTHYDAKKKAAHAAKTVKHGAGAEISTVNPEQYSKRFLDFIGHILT
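PI5P4Kalpha ADP-Glo assay; 5 microM ATP final; 60 min RT reaction; HEPES pH 7.4/EGTA/CHAPS, 5% DMSO; controls lacking substrate or enzyme; luminescent end-point.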
PLK1 PBD block = qHTS for Inhibitors of PLK1-PDB (polo-like kinase 1 - polo-box domain): Primary Screen | Serine/threonine-protein kinase PLK1 (Homo sapiens), P53350 | Plk1 PBD binding of FITC phosphopeptide, fluorescence polarization | Potency, µM, for the others: max response, negative = inhibition, hits mostly inhibitors | 360,000 compounds, 2.8% hits | AID 720504, 2013; also: potency is read from the fitted curve at half-maximal effect; series mostly up to about 57 µM; % is scaled to controls: 0 for no effect and ±100 for the full control effect; nearly all actives have a fitted effect of over 65% in size
Target sequence (P53350 whole entry, looked up, the tested form may be a part): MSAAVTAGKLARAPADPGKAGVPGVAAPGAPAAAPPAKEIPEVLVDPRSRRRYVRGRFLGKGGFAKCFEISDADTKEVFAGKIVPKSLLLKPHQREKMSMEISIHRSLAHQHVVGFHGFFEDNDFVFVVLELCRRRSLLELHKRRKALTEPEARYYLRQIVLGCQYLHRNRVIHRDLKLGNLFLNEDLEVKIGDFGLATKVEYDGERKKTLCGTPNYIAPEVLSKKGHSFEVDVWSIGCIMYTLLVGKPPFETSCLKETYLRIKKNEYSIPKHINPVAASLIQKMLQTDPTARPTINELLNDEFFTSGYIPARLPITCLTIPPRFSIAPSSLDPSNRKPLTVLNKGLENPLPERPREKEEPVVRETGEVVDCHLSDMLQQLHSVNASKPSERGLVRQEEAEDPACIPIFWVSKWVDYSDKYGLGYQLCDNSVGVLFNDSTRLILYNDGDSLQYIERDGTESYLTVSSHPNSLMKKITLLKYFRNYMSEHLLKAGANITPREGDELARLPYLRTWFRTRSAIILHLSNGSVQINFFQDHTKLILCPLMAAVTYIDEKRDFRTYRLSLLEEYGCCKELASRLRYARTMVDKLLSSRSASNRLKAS
EPAC1 antag = qHTS for Antagonist of cAMP-regulated guanine nucleotide exchange factor 3 (EPAC1): primary screen | Rap guanine nucleotide exchange factor 3 (Homo sapiens), O95398 | EPAC1 GEF assay, Rap1b-BODIPY-GDP exchange fluorescence | Potency, µM (titrated, usually from 115 µM), for the others: at the top dose activity change, negative = inhibition, most hits filed as inhibitors | 360,000 compounds, 0.14% hits;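 also: potency is read from the fitted curve at half-maximal effect; plate controls were vehicle for no effect and positive control for full effect; nearly all actives have a fitted effect of over 50% in size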
Numbers without * were called inactive; ? = inconclusive; · = no result given; [ ] = dose if it differs, or a comment. Unless noted, calls follow the shape of the dose curve; as a rule, active = well fitted curve in the direction sought with a large enough effect; inconclusive = small, poorly fitted or top-dose-only effect, or another doubt; inactive = no such curve, though single readings can be large; an effect the other way counts as inactive or inconclusive.

SMILES	WRN helicase inh	aSyn yeast inh	IL2 activator	Abeta rescue	EPAC1 agonist	FUS yeast rescue	PI5P4K alpha inh	PLK1 PBD block	EPAC1 antag
O=C(O)c1ccccc1C(=O)NCC(O)COCC1CC=CCC1 (configuration not stated)	2.3%	1.4%	-1.8	11.0%	-13.6%	9.7%	·	-8.9%	-6.4%
Cc1ccc(OCc2cc(C(=O)NC(C)Cc3cccc(C)n3)no2)cn1 (configuration not stated)	2.9%	-4.5%	-3.0	-4.7%	12.6%	-10.6%	3.8	-12.7%	-0.6%
CC(NC(=O)CNC(=O)c1ccco1)c1ccc(S(N)(=O)=O)cc1 (configuration not stated)	3.8%	-7.9%	-0.4	-11.8%	6.5%	20.8%	0.2	-10.2%	-1.3%
CCN(CC)S(=O)(=O)c1ccc(F)c(C(=O)NCCC(C)C)c1	-1.0%	2.5%	0.7	9.8%	0.5%	14.4%	·	-14.3%	-13.3%
O=C(Nc1nccs1)c1ccc(Cl)c([N+](=O)[O-])c1	3.1%	-13.8%	-0.5	-4.2%	6.0%	-12.1%	-1.1	-1.9%	3.4%
O=C(NC(=S)N1CCCCC1)c1cccs1	-3.8%	-1.9%	-0.1	-12.9%	3.6%	·	3.6	-4.1%	-15.7%
COc1ccccc1-c1nnc(NC(=O)c2ccc3c(c2)OCO3)s1	3.0%	-6.7%	4.9	-15.8%	4.8%	5.9%	-6.4	-10.9%	10.3%
O=C(O)c1ccccc1N=N/C(=N/Nc1cc(S(=O)(=O)O)ccc1O)c1ccccc1	-18.0%	11.0%	0.1	-26.5%	2.4%	-0.9%	-100.7*	16.8µM*	?
CNC(=O)c1c(NC(=O)c2ccc(N3C(=O)CCC3=O)cc2)sc2c1CCCC2	-3.5%	-11.7%	-2.3	-12.9%	-7.8%	?	-21.3	-6.2%	-15.6%
CCCCCCCCCCCCCCCC[N+](C)(C)CC	-11.2%	-77.2%[inhibitor]	-0.8	-16.8%	-32.0%[inhibitor]	-23.0%	-62.8*	-3.3%	?
Nc1nsc2ccccc12	3.7%	-74.9%[inhibitor]	-3.3	-83.0%[inhibitor]	9.9%	-18.3%	·	-10.7%	-9.0%
CCOC(=O)N1CCN(C(=O)c2ccccc2NC(C)=O)CC1	13.8%	-3.5%	4.5	-18.7%	9.6%	-2.2%	-9.1	-22.9%	3.1%
O=C(CCCN1C(=O)/C(=C/c2cccs2)SC1=S)Nc1cccnc1	-18.0%	1.7%	0.5	-6.9%	11.6%	0.3%	4.6	-12.5%	-15.3%
COc1ccccc1-n1cnc2c(c1=O)c1nc3ccccc3nc1n2-c1ccc(C)c(C)c1	-19.3%[11.6 µM]	-13.8%	-2.7	-6.2%	-4.9%	-17.3%	-3.5	-11.6%	-20.0%
Cc1ccc2cc(C#N)c(NCCNC(=S)NCCCN3CCOCC3)nc2c1	-4.5%	3.1%	-1.2	-7.4%	1.6%	-28.9%	8.5	0.0%	0.4%
CC1Oc2ccccc2N(Cc2ccc(F)cc2)C1=O (configuration not stated)	0.7%	0.0%	-2.7	7.3%	8.5%	5.4%	0.7	5.7%	-11.0%
O=C(N[C@@H](Cc1c[nH]c2ccccc12)C(=O)O)C1CCN(S(=O)(=O)c2cccs2)CC1	-0.8%	-2.2%	-3.1	-2.4%	-12.6%	-11.4%	-7.0	-10.7%	11.4%
Cn1c(CNC(=O)CCNC(=O)c2cccc(Cl)c2)cc(=O)n(C)c1=O	0.7%	-4.1%	-0.8	0.4%	4.9%	2.7%	0.4	-10.5%	2.6%
CCOC(=O)c1csc(-c2ccc3c(c2)CCO3)n1	-9.9%	4.3%	2.0	8.1%	-3.8%	-0.6%	2.3	-16.3%	-18.2%
CC1=C(C)C(=O)OC(C(C)C2CCC3C4CC=C5CC(OC6OC(COC7OC(CO)C(O)C(O)C7O)C(O)C(O)C6O)CC(O)C5(C)C4CCC23C)C1 (configuration not stated)	6.9%	1.0%	0.4	-10.1%	-16.2%	?	0.6	2.6%	-9.1%
COc1ccc(CCN2CC(O)=C(c3nc4ccccc4c(=O)[nH]3)C2=N)cc1OC	-3.3%	3.9%	0.7	8.4%	10.3%	28.3%	·	-0.1%	-5.7%
CCCCCCNC(=O)c1c(O)c2ccccc2[nH]c1=O	-10.5%	6.1%	-0.2	2.2%	0.8%	-5.0%	10.5	-5.4%	-14.3%
C=CCN1C2CCCC1CC(NC(=O)Nc1cccc(C(C)=O)c1)C2 (configuration not stated)	-16.9%	-0.3%	-0.4	3.0%	0.5%	12.5%	6.5	-6.1%	4.8%
COc1ccc(NC(=O)CCCCCN2C(=O)c3cccc([N+](=O)[O-])c3C2=O)c(OC)c1	-2.7%[11.6 µM]	1.7%	0.5	9.8%	4.3%	20.0%	-6.7	-10.1%	2.2%
Nc1cc(N)nc(SCC(=O)NC(=O)NC2CCCC2)n1	-26.4%	1.2%	1.9	25.5%	0.6%	10.7%	-11.0	?	-15.4%
O=C(COc1ccccc1[N+](=O)[O-])N/N=C/c1cccc(OC(=O)c2ccc3c(c2)OCO3)c1	-0.7%	0.3%	-0.3	11.0%	10.1%	22.8%	0.9	-0.3%	-5.6%
COc1cc(C(=O)NCC(=O)NCCN2C(=O)S/C(=C\c3ccccc3Cl)C2=O)cc(OC)c1OC	1.8%	-0.9%	-2.6	-13.4%	4.1%	23.8%	-3.9	?	-6.3%
Cc1cc(C(=O)Nc2cccc(C(=O)O)c2)c(C)o1	0.4%	-1.0%	1.7	0.4%	-7.7%	7.4%	·	-7.1%	0.2%
O=C(Nc1cc(C(F)(F)F)ccc1Cl)c1cccnc1	9.7%	-0.8%	0.2	-10.2%	3.6%	-3.5%	5.5	-11.9%	-19.8%
COc1ccc(C(=O)N2CCCC2)cc1S(=O)(=O)N1CCOCC1	-6.2%	-4.9%	4.1	1.0%	6.8%	5.3%	·	-4.8%	-11.9%

Only EPAC1 agonist and EPAC1 antag, for three of the compounds above:
canonical_smiles | EPAC1 agonist | EPAC1 antag
Cn1c(CNC(=O)CCNC(=O)c2cccc(Cl)c2)cc(=O)n(C)c1=O | 4.9% | 2.6%
O=C(N[C@@H](Cc1c[nH]c2ccccc12)C(=O)O)C1CCN(S(=O)(=O)c2cccs2)CC1 | -12.6% | 11.4%
CC1Oc2ccccc2N(Cc2ccc(F)cc2)C1=O (configuration not stated) | 8.5% | -11.0%

(more compounds)
SMILES	WRN helicase inh	aSyn yeast inh	IL2 activator	Abeta rescue	EPAC1 agonist	FUS yeast rescue	PI5P4K alpha inh	PLK1 PBD block	EPAC1 antag
Cc1ccc(N2C(=O)CS(=O)(=O)CC2=O)cc1	-32.4%	-1.2%	0.4	-0.2%	-4.2%	23.6%	-7.1	-7.4%	-3.8%
COCCNC(=O)C1(C)CCCN(Cc2ccc(-c3ccccn3)cc2)C1 (configuration not stated)	0.1%	-4.6%	1.1	-11.7%	2.4%	-14.8%	4.2	-1.7%	-31.2%
O=C(Nc1ccc(F)c(F)c1)c1ccc(-n2cncn2)c([N+](=O)[O-])c1	-3.0%	0.4%	-0.4	-2.2%	4.2%	-10.7%	8.7	-0.4%	5.2%
CC1=C(C(=O)OCC2CCCO2)C(c2ccsc2)C2=C(CC(C)(C)CC2=O)N1 (configuration not stated)	-5.8%	-3.0%	1.6	-1.4%	-0.2%	16.0%	0.1	-1.4%	0.8%
c1ccc(Nc2nc(N3CCCC3)nc(N3CCCC3)n2)cc1	-1.9%	3.2%	0.6	-11.1%	5.3%	15.6%	·	-2.4%	-2.8%
CN1CCOc2cc(S(=O)(=O)NCc3ccc(S(N)(=O)=O)cc3)ccc21	-19.8%	-0.4%	-0.8	-12.3%	-17.9%	5.5%	0.9	-4.4%	1.9%
C[C@H](CO)N1C[C@H](C)[C@@H](CN(C)C(=O)Nc2ccccc2)Oc2ccc(NC(=O)c3ccncc3)cc2C1=O	-9.6%	3.3%	-0.1	-2.0%	-3.1%	-6.9%	5.9	-8.0%	22.6%
Nc1nnn(CC(=O)N/N=C/c2ccc(Cl)cc2Cl)n1	-7.5%	-1.9%	-0.6	4.0%	-5.1%	0.3%	-0.8	-8.5%	-4.9%
CC(NC(=O)Cc1ccc(S(=O)(=O)N2CCCCC2)cc1)c1ccccc1 (configuration not stated)	-1.7%	0.3%	0.3	6.6%	16.3%	8.0%	-2.5	-1.3%	-20.3%
Cc1ccsc1/C=N/NC(=O)Cc1ccc([N+](=O)[O-])cc1	2.5%	0.2%	-2.1	-7.2%	-3.4%	-0.8%	0.1	-4.4%	6.6%
COc1ccc2cc(C(N)=O)c(=Nc3ccccc3)oc2c1	-12.4%	-18.3%	-1.9	-6.0%	-0.1%	19.8%	-2.9	-7.5%	6.5%
Cc1ccc(SC[C@H](c2ccccc2)N2CCN(CCc3ccccc3)CCC2=O)cc1	-8.2%	1.1%	2.0	11.3%	8.2%	15.0%	-0.7	-3.8%	-16.5%
Cn1c(=O)c2c(nc(CN3CCc4ccccc4C3)n2Cc2ccc(F)cc2)n(C)c1=O	-0.6%	11.7%	-0.3	-0.3%	-4.6%	·	3.4	-2.1%	4.8%
Cc1ccsc1C(=O)OCC(=O)Nc1cccc(S(=O)(=O)N2CCCCC2)c1	-1.0%	6.6%	-2.9	1.9%	26.8%	30.3%	0.4	-5.9%	2.4%

The order is random. Share with any hit: about 4.1%.
